Lipid storage S3 – qHTS Assay for Lipid Storage Modulators in Drosophila S3 Cells; Potency in µM for hits, for the others lipid storage change, negative = inhibition, % at the top dose, mostly 46.1 µM; Drosophila S3 cells, BODIPY lipid droplet fluorescence, 18-24 h; cells fed with added oleic acid; AID 2685; 0.64% of 320,000 active; active = well fitted inhibition curve with a large enough effect in the signal ratio, with a control signal flat, not every such curve was filed as active; inconclusive = small, poorly fitted or top-dose-only effect, or effect the other way, or a change in a side signal; the % refers to the signal ratio
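Drosophila S3 cells got compounds at several concentrations plus oleic acid (400 uM solution). Laser-scanning cytometry with 488 nm excitation read lipid droplets at 500-530 nm and cells at 575-640 nm. Percent activity was relative to 20 uM Triacsin C.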
Lipid storage S3 cell count max – further read-out of Lipid storage S3, marked with its call; cell number change, %; measured here: cell count max response;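 cells counted by Cell Tracker Red CMTPX staining in the red channel; peak over a dose series mostly up to 46.1 µM; percent activity relative to internal control wells on each plate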
* = called active by the depositor; i = inactive; ? = inconclusive; . = not tested or not shown; & = joins results of further samples. % is set by controls: 0 for no effect and ±100 for the full control effect; potency is the fitted concentration of half-maximal effect. This is a subset; count on the stated rates, not on these rows.

SMILES | Lipid storage S3 | Lipid storage S3 cell count max
Clc1ccc2c(c1)C1=C(C(c3ccncc3)O2)C(c2ccc(Br)cc2)n2ncnc2N1 (stereo not given) | ? | .
CCN(CC)S(=O)(=O)c1ccc(/C=C/C(=O)Nc2cccc(F)c2)cc1 | ? | .
CC(c1ccccc1)N1C(=O)c2ccc(C(=O)NCc3cccnc3)cc2C1=O (stereo not given) | ? | .
Cc1c(O)nc(SCC(=O)Nc2ccc3c4c(cccc24)CC3)n(-c2ccccc2)c1=O | ? | .
CCN(Cc1ccccc1)S(=O)(=O)c1cc(C(=O)NC(C)C2CC3CCC2C3)ccc1OC (stereo not given) | ? | .
Cc1ccc(OCC(=O)NC(=S)Nc2ccc(Br)cn2)cc1C | ? | .
COC(=O)c1cnn2c3c(c(C)nc12)CCCC3 | -8% | -12
CCOCN(C(=O)Cn1cnc2ccccc21)c1c(C)cccc1CC | 13% | -9
O=C(N/N=C1\CCCc2c1[nH]c1ccc([N+](=O)[O-])cc21)c1ccncc1 | -1% | 2
COC(=O)Cc1c(C)nc2nc(NCc3cccc([N+](=O)[O-])c3)[nH]n2c1=O | i | 22
CC1=CC(C)C(C[N+]2(C)CCCCC2)C(C)C1 (stereo not given) | 3% | 14
CC(=O)N1CCCc2cc(S(=O)(=O)N3CCCC(C(=O)Nc4cc(C)ccc4C)C3)ccc21 (stereo not given) | -9% | 15
Cc1cc2ncn(/N=C/c3ccc([N+](=O)[O-])s3)c2cc1C | -1% | -17
COc1ccc(C(C(=O)NCc2ccccc2)N(Cc2ccco2)C(=O)c2snc(C(N)=O)c2N)cc1 (stereo not given) | i | -14
CC(C)N(C(=O)COC(=O)c1ccc(Cl)c(S(N)(=O)=O)c1)C(C)C | ? | .
CC(C)(C)n1ncc2c(=O)n(Cc3ccccc3Br)cnc21 | ? | .
O=C(Oc1cccc(OC(=O)c2ccco2)c1)c1ccco1 | 22% | -9
Fc1cccc(F)c1/C=N/NC(=S)Nc1cccnc1 | ? | .
CCCCC(=O)Nc1cnc(NC(=O)c2ccco2)cc1C | ? | .
CCc1ccc2[nH]c(=O)c(CN(CCCN3CCOCC3)C(=O)Nc3ccc(F)cc3)cc2c1 | i | 25
COc1ccc(CC(=O)N/N=C(\C)CC(=O)Nc2ccc3c(c2)OCCO3)cc1 | ? | .
O=C(COC(=O)c1ccc([N+](=O)[O-])o1)NC1CCS(=O)(=O)C1 (stereo not given) | -20% | -10
Cn1ccnc1SCC(=O)Nc1ccc2c(c1)COC2=O | 13% | 7
CC[C@H](C)[C@H](NC(=O)OCc1ccccc1)C(=O)OCC(=O)Nc1ccc(N2CCOCC2)cc1 | ? | .
CCCN1CCN(S(=O)(=O)c2cn(C)nc2C)CC1 | ? | .
More entries
SMILES | Lipid storage S3 | Lipid storage S3 cell count max
O=C1CC(N2CCN(C(c3ccccc3)c3ccccc3)CC2)C(=O)N1 (stereo not given) | -6% | 0
COc1ccc(-n2nc(C)cc2Nc2ccccc2C(=O)O)cc1 | -11% | 9
CCc1ccc2[nH]c(O)c(N=Nc3nc(-c4ccccc4)cs3)c2c1 | ? | .
COc1ccc(C)cc1NC(=O)CN(C)C1CCCCC1 | ? | .
COc1ccccc1NC(=S)N(Cc1ccco1)Cc1cc2cc(C)ccc2[nH]c1=O | ? | .
O=C(NCCc1ccc2c(c1)OCCO2)c1cc(F)cc(F)c1 | ? | .
O=C1CN(C(=O)COc2ccc(Cl)c(Cl)c2)c2ccccc2N1 | i | -20
CC(=O)Nc1nnc(/C=C/c2cccc([N+](=O)[O-])c2)s1 | 3% | 0
Cc1ccc(S(=O)(=O)N2CCOCC2)cc1C(=O)Nc1cc(Cl)ccc1N1CCOCC1 | i | 4
COc1ccc(-c2cc(N)n(S(=O)(=O)c3ccc(C)cc3)n2)c(OC)c1 | 14% | .
O=C(O)/C=C/c1ccc(S(=O)(=O)N2CCCCCC2)cc1 | -5% | -17
COc1cc(/C=C2\CCCc3c2nc2ccccc2c3C(=O)O)cc(OC)c1O | ? | .
COc1ccc(C(=O)C2CCCN(Cc3c(O)cccc3OC)C2)cc1OC (stereo not given) | ? | .
CO/N=C/NC(=O)N1OC[C@@H]2COc3ccc4ccccc4c3[C@@H]21 | ? | .
Cc1ccc2c(C(=O)CN3CCCCC3CCO)c(C)[nH]c2c1 (stereo not given) | 24% | 1
O=C(N/N=C/c1ccncc1)c1cc(Br)ccc1OCc1ccccc1 | ? | .
Cc1ccc(NC(=O)CNCc2ccccn2)cc1S(=O)(=O)N(C)C | ? | .
O=C(O)/C=C/c1cn(-c2ccccc2)nc1-c1ccc2c(c1)OCCO2 | 0% | 14
CCOC(=O)C(=CNc1cscc1S(=O)(=O)C(C)C)C(=O)OCC | 0% | 2
Cc1cccc(Nc2nc(NCc3ccco3)c3ccccc3n2)c1 | ? | .
CN1OC2C(=O)N(c3ccccc3)C(=O)C2C1c1ccc(F)cc1 (stereo not given) | 7% | 0
CCOC(=O)C(CCC(C)=O)C(=O)c1ccccc1 (stereo not given) | ? | .
CCCNC(=O)NC(=O)CN1C(=O)NC(C)(c2ccc3ccccc3c2)C1=O (stereo not given) | ? | .
Cc1ccc(CSc2nncn2-c2ccccn2)cc1 | 11% | 6
Cc1ccnc(-n2c(C)cc(C=O)c2C)c1 | 10% | -3

Reprinted at random: 2 entries already listed, in no set order.
SMILES | Lipid storage S3 | Lipid storage S3 cell count max
O=C(N/N=C/c1ccncc1)c1cc(Br)ccc1OCc1ccccc1 | ? | .
Cc1ccnc(-n2c(C)cc(C=O)c2C)c1 | 10% | -3

Profiles from above.
Shown for CCOC(=O)C(CCC(C)=O)C(=O)c1ccccc1 (stereo not given) : Lipid storage S3 = ?; Lipid storage S3 cell count max = .
Shown for CCN(CC)S(=O)(=O)c1ccc(/C=C/C(=O)Nc2cccc(F)c2)cc1 : Lipid storage S3 = ?; Lipid storage S3 cell count max = .

(cont.)
SMILES | Lipid storage S3 | Lipid storage S3 cell count max
O=S(=O)(c1ccccc1)N1CCN(c2nc3ccccc3s2)CC1 | i | 25
N/C(=N\OC(=O)CCC(=O)O)c1ncc(C(F)(F)F)cc1Cl | -17% | 7
OCC1(CCc2ccccc2)CCN(Cc2cnc(N3CCCC3)s2)CC1 | -4% | -1
Cc1ccc(C(=O)NCc2ccc(Cl)c(Cl)c2)o1 | 15% | -19
Nc1ccccc1-n1cccc1 | 4% | 14
CCCCNC(=O)Cn1cnc([N+](=O)[O-])n1 | -14% | 17
COc1ccc(CCN(C)C(=O)COC(=O)/C=C/c2ccc(C)o2)cc1OC | ? | .
CCN(CC)c1ccc2cc(C(=O)Nc3cccnc3N3CCOCC3)c(=O)oc2c1 | ? | .
Cc1ccc(NC(=O)CCC(=O)NNC(=O)Cc2ccccc2)cc1C | ? | .
Cc1cccnc1 | 5% | 4
COCCNC(=O)/C(C#N)=C/c1ccc2c(c1)OCO2 | -2% | -1
COc1ccc(S(=O)(=O)Nc2cc3c4c(oc3c3ccccc23)CC(C)(C)CC4=O)cc1 | 1% | 9
Cc1ccc(S(=O)(=O)NC(CC(=O)NCc2ccco2)c2ccco2)cc1 (stereo not given) | -25% | .
CCCCOC(=O)Nc1nc(CC(=O)OCC)cs1 | ? | .
CC1(C)CC(NC(=O)Nc2ccc([N+](=O)[O-])cc2)CC(C)(C)N1 | ? | .
Cc1ccc(C(=O)CC(SCC(=O)O)c2ccc([N+](=O)[O-])cc2)cc1 (stereo not given) | -2% | -13
O=C(COC(=O)c1ccc(O)cc1O)NC(=O)NCc1ccccc1 | ? | .
O=C(NCCN1CCOCC1)c1ccc2c(c1)N(Cc1ccc(Cl)cc1)C(=O)CS2 | i | -10
O=C(Nc1ccccc1)c1cn2ccccc2n1 | 7% | 11
O=C(CCCN1C(=O)/C(=C\c2cccs2)SC1=S)Nc1ccccn1 | ? | .
CCOC(=O)COc1c(OC)cc(Cl)cc1C1Nc2ccccc2C(=O)N1c1ccccc1 (stereo not given) | i | .
COC(=O)c1ccccc1N(Cc1ccccc1)S(C)(=O)=O | 5% | 0
COc1cc2c(C(=O)N(C)c3cc(Cl)ccc3OC)cn(C)c(=O)c2cc1OC | 13% | 6
COCCn1c(=O)c2c(nc3n2CCCN3CCc2ccccc2)n(C)c1=O | ? | .
COCCCNC(=O)c1ccc(CNS(=O)(=O)c2ccc(NC(C)=O)cc2)cc1 | 1% | -2

Not a retest: an excerpt of the list.
SMILES | Lipid storage S3 | Lipid storage S3 cell count max
O=S(=O)(c1ccccc1)N1CCN(c2nc3ccccc3s2)CC1 | i | 25
N/C(=N\OC(=O)CCC(=O)O)c1ncc(C(F)(F)F)cc1Cl | -17% | 7
OCC1(CCc2ccccc2)CCN(Cc2cnc(N3CCCC3)s2)CC1 | -4% | -1

A different layout for part of the listing above:
SMILES	Lipid storage S3	Lipid storage S3 cell count max
COCCNC(=O)/C(C#N)=C/c1ccc2c(c1)OCO2	-2%	-1
COc1ccc(S(=O)(=O)Nc2cc3c4c(oc3c3ccccc23)CC(C)(C)CC4=O)cc1	1%	9
Cc1ccc(S(=O)(=O)NC(CC(=O)NCc2ccco2)c2ccco2)cc1 (stereo not given)	-25%	.
CCCCOC(=O)Nc1nc(CC(=O)OCC)cs1	?	.
CC1(C)CC(NC(=O)Nc2ccc([N+](=O)[O-])cc2)CC(C)(C)N1	?	.
Cc1ccc(C(=O)CC(SCC(=O)O)c2ccc([N+](=O)[O-])cc2)cc1 (stereo not given)	-2%	-13

Continued.
SMILES | Lipid storage S3 | Lipid storage S3 cell count max
CNc1nc(Nc2ccc(C)c(Cl)c2)c2cnn(C)c2n1 | ? | .
Nc1c(S(=O)(=O)c2cccs2)c2nc3ccccc3nc2n1Cc1ccc2c(c1)OCO2 | 2% | -11
COc1cccc(/C=N/Nc2nc(N3CCCC3)nc(N3CCCC3)n2)c1O | 8% | -15
CCOc1c(Br)cc(/C=C(\C#N)C(=O)NC2CC2)cc1OC | ? | .
C/C(=N\NC(N)=S)c1ccc2c(c1)OCCO2 | -8% | -13
O=C(Cn1ncc2c([nH]c3ccccc32)c1=O)N1CCCCC1 | i | 11
CCOC(=O)Cc1csc(NC(=O)c2ccc([N+](=O)[O-])cc2[N+](=O)[O-])n1 | i | -15
COc1cccc(C(=O)NCCNC(=O)c2cnccn2)c1 | i | 11
C=CCn1c(C)cc(-c2csc(NCC)n2)c1C | ? | .
COc1cccc(CNc2ccc(C)c(Cl)c2)c1 | ? | .
CCN(c1ccc(C)cc1)S(=O)(=O)c1nnc(NC(=O)c2ccco2)s1 | ? | .
O=C(NCc1ccccn1)c1cccc(NS(=O)(=O)c2ccccc2)c1 | ? | .
CC(C)(C)CC(=O)Nc1nnc(SCC(=O)Nc2ccccc2F)s1 | -6% | -4
COc1cc(Cc2cnc(N)nc2N)cc(OC)c1OC | 1%&2% | 4&-8
CC(=O)c1ccc(N2CCN(c3ncccn3)CC2)cc1 | ? | .
COC(=O)C(C)N(C(=O)c1ccc(Cl)cc1)c1c(C)cccc1C (stereo not given) | -16% | -3
C/C(CC(=O)NC(C)(C)C)=N\NC(N)=S | -13% | 4
Nc1nc(SCC(=O)c2ccc(F)cc2)n[nH]1 | ? | .
O=C(OCC(=O)c1ccc[nH]1)c1cncc(Br)c1 | ? | .
COC(=O)c1ccc(NC(=O)CCN2CCN(c3ccccc3)CC2)cc1 | ? | .
Cc1cccc(N2CC(O)(c3cccs3)[N+]3=C2CCCCC3)c1 (stereo not given) | 11% | 28
COc1ccc2nc(N3CCCC(O)C3)c(C#N)cc2c1 (stereo not given) | 7% | -3
O=C(COC(=O)Cn1cc(C(F)(F)F)ccc1=O)Nc1ccc(Br)cc1F | ? | .
O=S(=O)(NCc1ccccn1)c1ccccc1 | ? | .
Cn1c(CNC(=O)c2ccco2)nnc1SCC(=O)N1CCN(c2ccccc2)CC1 | ? | .
The listing continues.
SMILES | Lipid storage S3 | Lipid storage S3 cell count max
Cc1cccc(-c2n[nH]c(=S)n2/N=C/c2ccc(C)s2)c1 | ? | .
Cc1cc(C)cc(NC(=O)CCN2CC(C)OC(C)C2)c1 (stereo not given) | 20% | 7
CC(=O)NCCC(=O)Nc1cc(S(=O)(=O)N2CCOCC2)ccc1N1CCOCC1 | ? | .
CCN(CC)CCCNC(=O)c1cc2nc(-c3ccccc3)cc(C(F)(F)F)n2n1 | ? | .
CCc1nnc(NC(=O)C2CCC(CNc3c(N4CCCCC4)c(=O)c3=O)CC2)s1 (stereo not given) | ? | .
COc1cc(Br)cc(/C=C/c2ccc3cccc(O)c3n2)c1OC | 10% | 15
C[C@@H]1C[C@H]2[C@@H]3CCC4=CC(=O)C=C[C@]4(C)[C@@]3(F)[C@@H](O)C[C@]2(C)[C@H]1C(=O)CO | -17% | -19
COc1cc(C)ccc1OCc1cc(C(=O)NCCN2CCOCC2)no1 | ? | .
C[C@@H]1CCC(=O)N(CC[C@H](Sc2ccccc2)c2ccccc2)CC1 | ? | .
CCC/C(=N/NC(=O)c1ccc2c(c1)OCO2)c1cccs1 | ? | .
FC(F)(F)c1nc(NCc2cccnc2)c2ccccc2n1 | i | -30
CCNc1cc2n(c(=O)n1)CCc1cc(OC)c(OC)cc1-2 | ? | .
CCOc1ccccc1N1CCN(CC(O)COC2CCCc3ccccc32)CC1 (stereo not given) | i | -5
CCOC(=O)N1CCN(C(=O)CCN2C(=O)/C(=C\c3ccccc3OC)SC2=S)CC1 | ? | .
Clc1ccc(CNc2ccc3nnc(-c4ccccc4)n3n2)cc1 | ? | .
CCCCNC(=O)Nc1nnc(C(C)(C)C)s1 | ? | .
Cc1cccc2c1N(C)C(=O)C2=O | 5% | 8

Source: PubChem BioAssay (National Center for Advancing Translational Sciences (NCATS))
